FXIIa inh 1536 – blocks human coagulation factor XIIa protease activity; purified FXIIa, Boc-QGR-AMC fluorogenic substrate, 2 h; inhibition, % at 5 µM; actives 0.3% (n = 220,000); AID 800; in the data active means inhibition above about 40%;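 further: 0% = enzyme with no compound and 100% = blank without enzyme; many of its hits are not listed in these tables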
hK5 inh – blocks human kallikrein 5 protease activity | Q9Y337 | actives 0.59% (n = 210,000) | AID 873 | recombinant hK5, fluorogenic AMC substrate cleavage | inhibition, % at 5 µM;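 active means inhibition of 40% or more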;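 further: 0% = enzyme controls without compound and 100% = no-enzyme blanks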
Furin inh – inhibitors of human furin | P09958 | purified furin, fluorogenic substrate cleavage | inhibition, % at 30 µM | actives 0.061% (n = 220,000) | AID 463115; in the data active means inhibition above about 25%; further: inactives centre near -15
PERK inhibitor – blocks human PERK kinase | inhibition, % at 5.6 µM | Q9NZJ5 | actives 0.17% (n = 220,000) | CHO PERK-DD fusion, SEAP luminescence translation reporter;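 active means inhibition above the mean inhibition of all tested compounds plus 3 SD, set separately per screening campaign, cut at about 2.9% in these data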;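 further: PERK kinase domain activated by AP20187 dimerizer at 100 nM; 0% = DMSO with dimerizer and 100% = rapamycin at 8.4 µM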
Wee1 stabilizer – blocks degradation of human Wee1 kinase | HeLa Luc-Wee1K328M stability, luciferase luminescence; 100% = proteasome inhibitor MG132 effect | actives 1.2% (n = 220,000) | reporter increase, % at 5 µM;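 active means activation above the mean of all tested compounds plus 3 SD, set per screening run, cut at about 8.8% in these data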;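 further: cells exposed to compound for 20 h before luminescence read; 0% = DMSO alone and 100% = MG132 at 30 µM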
p97 inhibitor – inhibitors of human p97 ATPase. P55072. recombinant p97 ATPase, Kinase-Glo ATP luminescence, 3 h. inhibition, % at 8 µM. actives 0.42% (n = 220,000); in the data active means inhibition above about 15%;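 further: 0% = DMSO vehicle and 100% = wells lacking enzyme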
Target sequence (P55072 whole entry, looked up): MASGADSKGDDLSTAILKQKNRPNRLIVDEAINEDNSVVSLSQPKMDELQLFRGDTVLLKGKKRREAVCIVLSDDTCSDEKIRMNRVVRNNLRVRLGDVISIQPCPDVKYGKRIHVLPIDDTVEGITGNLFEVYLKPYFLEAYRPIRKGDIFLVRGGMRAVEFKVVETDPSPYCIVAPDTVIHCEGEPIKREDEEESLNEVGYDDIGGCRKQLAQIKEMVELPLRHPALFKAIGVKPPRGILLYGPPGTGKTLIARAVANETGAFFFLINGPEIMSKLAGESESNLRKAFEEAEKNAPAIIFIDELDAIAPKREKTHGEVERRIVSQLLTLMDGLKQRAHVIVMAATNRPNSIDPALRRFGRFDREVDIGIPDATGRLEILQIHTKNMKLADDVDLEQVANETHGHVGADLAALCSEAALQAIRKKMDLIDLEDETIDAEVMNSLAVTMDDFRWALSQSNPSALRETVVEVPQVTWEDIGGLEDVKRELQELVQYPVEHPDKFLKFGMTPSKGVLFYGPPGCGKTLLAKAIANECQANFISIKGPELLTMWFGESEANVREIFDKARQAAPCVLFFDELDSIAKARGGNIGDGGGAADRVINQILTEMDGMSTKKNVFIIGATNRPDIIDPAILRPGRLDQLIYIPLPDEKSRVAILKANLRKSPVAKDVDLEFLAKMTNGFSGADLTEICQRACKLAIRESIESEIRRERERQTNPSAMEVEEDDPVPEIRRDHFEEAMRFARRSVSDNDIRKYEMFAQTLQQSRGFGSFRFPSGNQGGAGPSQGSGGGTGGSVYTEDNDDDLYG
FXIa inh 1536 – blocks human coagulation factor XIa protease activity; P03951; inhibition, % at 5 µM; purified FXIa, Boc-Glu-Ala-Arg-AMC fluorogenic substrate; actives 0.14% (n = 220,000);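 active means inhibition of at least 40%; inactive means inhibition below 40%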;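 further: fluorescence of freed AMC excited at 355 nm; 0% = enzyme without compound and 100% = no enzyme blank; many of its hits are not listed in these tables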
thrombin 1536 – thrombin (human) inhibition. P00734. alpha-thrombin, Boc-VPR-AMC fluorogenic substrate cleavage. inhibition, % at 5 µM. actives 0.26% (n = 220,000). AID 1046;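 active means inhibition at or above 40%; inactive means inhibition below 40%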;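 further: 0% = enzyme with no compound and 100% = wells without enzyme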
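Assay system: human alpha-thrombin enzyme. Reagent: Boc-VPR-AMC substrate, 15 µM final. Compound dosing: one concentration per compound, 5 µM, with 0.2% DMSO. Incubation: room-temperature reaction. Technique: AMC fluorescence, 355/460 nm. Measure: % inhibition relative to enzyme controls and enzyme-free blanks.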
Cl transport mod – modulators of human KCC2 chloride dependent transport | Q9H2X9 | KCC2 cells, thallium flux FluoZin-2 fluorescence | B-score of Tl+ flux slope (higher = more flux/activation; lower = inhibition) at 10 µM | actives 2.2% (n = 190,000) | AID 1456;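 active means thallium flux slope and its plate-corrected score both differing from the plate sample mean at a set confidence after two filtering rounds, in either direction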;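 further: slope of fluorescence scaled to starting intensity during 10 to 20 s after thallium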
The depositor's hits bear a star; / = not tested or not shown; [ ] = another dose, or the depositor's remark.

#	smiles	FXIIa inh 1536	hK5 inh	Furin inh	PERK inhibitor	Wee1 stabilizer
1	O=C(Cn1cnc2ccccc2c1=O)Nc1cccc(S(=O)(=O)N2CCCCC2)c1	7	2	-16	-1.3	0
2	CN(C)/C=C/C(=O)c1ccc(-c2ccc(Cl)cc2Cl)o1	9	0	-13	1.5	-3
3	COc1ccccc1NS(=O)(=O)c1ccc(Cl)c(NC(=S)NC(=O)C2CCCC2)c1	16	-6	-14	-0.6	-1
4	COC(=O)Nc1ccc(C)cc1NC(=O)OC	15	3	-21[20 µM]	0.4	2
5	CN(C(=O)COc1cc(=O)n(C)c2ccccc12)c1cccc(Cl)c1	-3	-7	-6	-0.5	8
6	C=CCn1c(CCCNC(=O)C(C)(C)C)nc2ccccc21	1	-11	-24	-0.3	1
7	CC(C)(C)c1ccc(OC(=O)c2ccc3nsnc3c2)cc1	12	-12	-15[20 µM]	0.6	0
8	COc1ccc(OC(=O)c2cccnc2)cc1	17	5	-11[20 µM]	-0.1	2
9	Cn1c(N)c(S(=O)(=O)N2CCN(C(=O)c3ccco3)CC2)c(=O)n(C)c1=O	8	2	-17	1.0	-2
10	CCc1ccc(NC(=O)c2cnc3n(c2=O)CCS3)cc1	10	-7	-14	0.6	1
11	Cc1ccc(NC(=S)N(Cc2cccc(Br)c2)CC2CCC(C(=O)O)CC2)cc1 (centres undefined)	7	/	-21	0.6	-4
12	COc1ccc(N(C)C(=O)Cc2c(C(=O)O)[nH]c3ccccc23)cc1	11	3	-13	0.8	-2

#	p97 inhibitor	FXIa inh 1536	thrombin 1536	Cl transport mod
1	-3	-1	2	0.073
2	3	11	-4	0.29
3	1	12	1	0.14
4	0	0	3	/
5	2	-11	-6	/
6	2	-10	-7	1.1
7	2	7	-3	/
8	-1	9	3	0.0056
9	4	-3	-3	0.61
10	2	5	-1	-2.3
11	1	0	1	-0.037
12	8	-1	-5	0.19

More records
#	smiles	FXIIa inh 1536	hK5 inh	Furin inh	PERK inhibitor	Wee1 stabilizer
13	CCOc1ccc(NS(=O)(=O)c2cc(NC(=O)CCS(=O)(=O)c3ccc(C)cc3)ccc2OC)cc1	12	-17	-3	0.5	0
14	O=C(CSc1nnc(CNc2ccc(F)cc2)o1)N1CCN(C(=O)c2ccco2)CC1	-7	6	-28	-0.4	2
15	CCOC(=O)c1ccc(Nc2cc(C)nc(N3CCOCC3)n2)cc1	-12	0	-20	-0.9	-1
16	Oc1c(Br)cc(Br)cc1C=Nc1ccc2[nH]ncc2c1	6	-3	-27	0.9	-4
17	O=C(N/N=C/C=C/c1ccccc1)c1cc2c(ccc3ccccc32)o1	5	5	-23[20 µM]	0.8	0
18	CCNc1ccc(C(=O)OCC(=O)NC(C)c2ccccc2)cc1[N+](=O)[O-] (centres undefined)	14	-17	-18	0.3	2
19	Cc1ccc(C(=O)Nc2cc([N+](=O)[O-])ccc2F)s1	23	-1	-6	-0.3	-3
20	CC1CCN(C(C)C(=O)Nc2ccccc2-c2ccccc2)CC1 (centres undefined)	12	-14	-17[20 µM]	2.4	0
21	Nc1cc(=O)[nH]c(SCc2csc(-c3ccccc3)n2)n1	9	-9	-19	0.7	0
22	CCCCNC(=S)N/N=C/c1ccc(C#N)cc1	8	1	-18	0.6	1
23	COc1ccc(-c2cc(C(=O)Nc3c(C)n(C)n(-c4ccccc4)c3=O)no2)cc1OC	11	2	-15	0.9	-3
24	O=C(NC12CC3CC(CC(C3)C1)C2)N(Cc1ccccc1)Cc1ccncc1	7	/	-19	0.6	2

#	p97 inhibitor	FXIa inh 1536	thrombin 1536	Cl transport mod
13	3	3	-9	0.92
14	6	-3	-5	-0.63
15	-1	-9	-4	-0.2
16	9	-1	-3	-1
17	2	3	4	-0.82
18	0	8	-6	-1.6
19	-7	17	5	-1.6
20	-4	1	-2	-0.25
21	6	9	-1	-4.2
22	4	3	-2	3.6
23	3	-3	2	-0.87
24	-2	1	-1	-1.1

Later entries
#	smiles	FXIIa inh 1536	hK5 inh	Furin inh	PERK inhibitor	Wee1 stabilizer
25	O=C(Nc1ccc2c(c1)OCCO2)C1CCCN(S(=O)(=O)c2cnc[nH]2)C1 (centres undefined)	2	-25	-7	-0.3	-1
26	Cc1ccc(COCCN2CCN(S(=O)(=O)c3ccccc3)CCC2=O)cc1	6	1	-2	/	/
27	C/C(=C\c1ccccc1)CN1CCC(C(=O)N2CCCC(C)C2)CC1 (centres undefined)	-1	-2	-25	-0.3	0
28	COCCNc1cc(C)nc2cc(-c3ccc(C)cc3)nn12	8	10	-25	0.1	-3
29	COc1ccc(C(=O)OC(COc2ccccc2)Cn2ccnc2)cc1 (centres undefined)	5	-4	-21[20 µM]	-1.1	1
30	CC1=Nc2ccccc2N=C(NC(=O)CSC(=S)N2CCN(C)CC2)C1c1ccccc1 (centres undefined)	11	0	-14	-1.1	0
31	CCOCCCn1c(SCC(=O)Nc2ccc(C(N)=O)cc2)nc2ccccc2c1=O	8	-17	-13	-1.1	-1
32	COc1ccc(/C(O)=C/C(=O)C(=O)Nc2c(C)n(C)n(-c3ccccc3)c2=O)cc1	13	-17	-6	0.7	-1
33	CC(C)(O)C#Cc1ncc(C(F)(F)F)cc1Cl	10	/	-28	1.8	-4
34	CC(C)NC(=O)c1ccccc1NC(=O)Cc1ccc([N+](=O)[O-])cc1	-8	-27	-32	0.2	-1
35	Cc1nc(N2CCN(C(=O)c3ccco3)CC2)c2c3c(sc2n1)CC(C)CC3 (centres undefined)	13	1	-25	-1.3	-2
36	O=C(CSc1cccc[n+]1[O-])Nc1cc2c(cc1Cl)C(=O)c1ccccc1C2=O	11	-12	3	-1.2	1

#	p97 inhibitor	FXIa inh 1536	thrombin 1536	Cl transport mod
25	-6	-8	-8	0.21
26	/	2	0	-0.75
27	-5	1	-17	-0.25
28	1	2	-7	/
29	0	-1	0	0.34
30	-1	3	-2	-0.29
31	2	0	5	/
32	5	-3	2	-0.16
33	6	-5	-2	0.94
34	0	-8	0	0.3
35	4	-2	2	-1.1
36	-1	0	1	-0.59

Reprinted at random: 5 compounds from above, in no set order.
#	smiles	FXIIa inh 1536	hK5 inh	Furin inh	PERK inhibitor	Wee1 stabilizer
34	CC(C)NC(=O)c1ccccc1NC(=O)Cc1ccc([N+](=O)[O-])cc1	-8	-27	-32	0.2	-1
30	CC1=Nc2ccccc2N=C(NC(=O)CSC(=S)N2CCN(C)CC2)C1c1ccccc1 (centres undefined)	11	0	-14	-1.1	0
32	COc1ccc(/C(O)=C/C(=O)C(=O)Nc2c(C)n(C)n(-c3ccccc3)c2=O)cc1	13	-17	-6	0.7	-1
36	O=C(CSc1cccc[n+]1[O-])Nc1cc2c(cc1Cl)C(=O)c1ccccc1C2=O	11	-12	3	-1.2	1
33	CC(C)(O)C#Cc1ncc(C(F)(F)F)cc1Cl	10	/	-28	1.8	-4

#	p97 inhibitor	FXIa inh 1536	thrombin 1536	Cl transport mod
34	0	-8	0	0.3
30	-1	3	-2	-0.29
32	5	-3	2	-0.16
36	-1	0	1	-0.59
33	6	-5	-2	0.94

Next part:
#	smiles	FXIIa inh 1536	hK5 inh	Furin inh	PERK inhibitor	Wee1 stabilizer
37	COc1ccccc1C(c1nnnn1C(C)(C)C)N1CCCc2ccccc21 (centres undefined)	-20	-3	-4[20 µM]	-0.4	-2
38	Cc1cnccc1CN(C)Cc1cn(C)nc1-c1ccc(Oc2ccccc2)cc1	3	-4	-21	-0.1	3
39	CCOC(=O)C1=NNC(C(=O)c2ccccc2)C1c1ccc(OC)cc1 (centres undefined)	/	/	-9[20 µM]	-0.8	0
40	CC(=O)N(CCCN(C)C)c1nc2ccc(C)cc2s1	5	4	-19	0.9	2
41	CN1CC(=O)N(CCOc2ccccc2)C1=O	7	-4	13	-0.8	-1
42	O=[N+]([O-])c1cccc(/C=N/n2cnnc2)c1	3	-2	-24	1.6	-3
43	CCCC(CCC)n1[nH]c(=O)c2c(C)cc(C)nc21	4	-25	-21[20 µM]	0.4	-1
44	C/C=C(\C)c1nnc(NC(=O)OCC)s1	8	2	-1[20 µM]	-0.2	1
45	COc1ccccc1N1CCN(C(=O)CSc2nc(-c3ccco3)cc(C(F)(F)F)n2)CC1	18	18	-24	-0.6	2
46	COc1ccc(OC)c(CCNC(=O)CN2C(=O)CC(C)(C)S(=O)(=O)c3ccccc32)c1	18	-6	-19	-0.1	-1
47	Cc1cc(C)cc(-n2c(C)cc(/C=N/NC(=O)CN(c3c(C)cccc3C)S(C)(=O)=O)c2C)c1	-1	-13	-13[20 µM]	0.0	1
48	c1ccc(CN(Cc2ccccc2)c2c3c(nc4ncnn24)CCC3)cc1	9	0	-16	-1.2	6

#	p97 inhibitor	FXIa inh 1536	thrombin 1536	Cl transport mod
37	-10	-11	-6	-0.71
38	3	-2	-14	-0.036
39	-8	/	/	-0.47
40	1	-3	0	0.99
41	-6	-12	0	1.1
42	8	2	-8	0.92
43	0	1	-1	0.43
44	3	-5	-3	0.8
45	2	5	1	-2
46	-2	3	2	0.84
47	-1	-9	-4	-0.49
48	-6	0	-2	-4

The list continues.
#	smiles	FXIIa inh 1536	hK5 inh	Furin inh	PERK inhibitor	Wee1 stabilizer
49	CCOC(=O)c1ccccc1NS(=O)(=O)c1ccc(OC)cc1	0	-5	-18[20 µM]	-0.1	2
50	O=C(CCN1C(=O)/C(=C/c2ccccc2)SC1=S)NNC(=O)c1ccncc1	10	0	-14	-0.1	3
51	O=C(/C=C/c1cc([N+](=O)[O-])ccc1OC(F)F)NCc1ccc(F)cc1	16	-3	-11[20 µM]	-0.4	-2
52	Cc1onc(-c2ccccc2)c1C(=O)O/N=C(\N)c1ccc([N+](=O)[O-])o1	7	-4	-11	-0.9	-1
53	Cc1cc(NC(=O)CSc2nnc(-c3c[nH]c4ccccc34)n2C)no1	7	5	-14	0.8	1

#	p97 inhibitor	FXIa inh 1536	thrombin 1536	Cl transport mod
49	1	-9	-5	-0.85
50	3	9	-3	2.1
51	-1	-4	7	-0.85
52	3	0	-8	/
53	-3	4	3	-0.48
